# Screening data from PubChem BioAssay.
# ADAM17 inh – inhibits human ADAM17 | 370,000 tested, 0.83% active | P78536 | recombinant ADAM17, EDANS/DABCYL FRET peptide cleavage | inhibition, % at 6.95 µM;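 active means inhibition above the mean of compounds lying between control limits plus 3 SD, set per campaign, cut at about 8.5% in these data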;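 further: 0% = DMSO-only wells as the low control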
# MBD2 inh – MBD2-methylated oligo binding inhibition; Q9UBB5; TR-FRET, MBD2 binding to methylated oligonucleotide; inhibition, % at 4.4 µM; 370,000 tested, 0.31% active; AID 686964; in the data active means inhibition above about 13%
# ASAP1 inh – inhibitors of human ASAP1 ArfGAP activity; Q9ULH1; ASAP1-stimulated ARF1 GTP hydrolysis, GDP FP detection; inhibition, % at 16.5 µM; 360,000 tested, 0.19% active; AID 624377; in the data active means inhibition above about 25%;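 further: 0% = vehicle with enzyme and substrate and 100% = no enzyme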
# UHRF1 MBD2 ctr – UHRF1 methyl-DNA binding inhibition. Q96T88. UHRF1 binding to methylated oligo, TR-FRET. inhibition, % at 4.4 µM. 370,000 tested, 0.75% active. AID 687016; in the data active means inhibition above about 21%;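 further: UHRF1 SRA domain binding a hemimethylated CpG hairpin DNA probe; 0% = median of test compound wells and 100% = reference inhibitor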
# Target sequence (Q96T88 whole entry, looked up, the tested form may be a part): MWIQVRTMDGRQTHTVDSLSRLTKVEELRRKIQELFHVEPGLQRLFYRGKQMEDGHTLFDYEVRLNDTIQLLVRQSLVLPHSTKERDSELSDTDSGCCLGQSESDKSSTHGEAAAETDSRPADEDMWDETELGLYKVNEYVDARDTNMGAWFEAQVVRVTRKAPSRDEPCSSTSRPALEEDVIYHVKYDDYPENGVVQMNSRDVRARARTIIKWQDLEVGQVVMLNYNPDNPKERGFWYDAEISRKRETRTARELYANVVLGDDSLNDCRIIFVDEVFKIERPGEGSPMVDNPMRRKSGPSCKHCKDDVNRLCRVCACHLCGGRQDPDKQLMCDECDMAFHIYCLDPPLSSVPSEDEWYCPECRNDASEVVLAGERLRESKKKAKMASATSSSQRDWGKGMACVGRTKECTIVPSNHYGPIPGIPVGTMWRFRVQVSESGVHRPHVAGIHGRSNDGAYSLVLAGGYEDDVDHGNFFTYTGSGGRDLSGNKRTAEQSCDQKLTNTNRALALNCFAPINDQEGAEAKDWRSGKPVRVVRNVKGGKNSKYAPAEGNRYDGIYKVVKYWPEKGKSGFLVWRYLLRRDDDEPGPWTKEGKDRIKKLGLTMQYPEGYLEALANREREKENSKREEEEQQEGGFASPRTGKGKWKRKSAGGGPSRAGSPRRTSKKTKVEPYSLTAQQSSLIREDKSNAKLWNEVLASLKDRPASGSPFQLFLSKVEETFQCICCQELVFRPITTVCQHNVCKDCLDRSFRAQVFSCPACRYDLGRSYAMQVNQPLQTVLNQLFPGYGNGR
# ARFGAP1 inhibitor – rat ARFGAP1 inhibition; Arfgap1-stimulated ARF1 GTP hydrolysis, GDP FP detection; AID 651572; 360,000 tested, 0.26% active; inhibition, % at 16.5 µM; Q62848;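 active means inhibition above a per-plate limit, mean inhibition of low control wells plus 3 SD, cut at about 25% in these data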;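 further: 0% = DMSO wells with enzyme and 100% = wells lacking Arfgap1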
#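 System: truncated rat Arfgap1 GAP domain / Medium: HEPES-based buffer, pH 7.5 / Also added: N-terminally truncated human ARF1-GTP substrate / Incubation: enzyme reaction 120 min at 25 °C after 20 min preincubation / Measured by: FP of antibody-bound GDP Alexa 633 tracer, ex 620/em 688 nm / Replicates: singlicate, each compound tested once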
# DDE Tn6 FP inh – inhibitors of Tn6 peptide binding to human fibrin DD(E); P02675; Fibrin DD(E) TRITC-Tn6 fluorescence polarization displacement; inhibition, % at 8.3 µM; 370,000 tested, 0.21% active; AID 720509;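 active means inhibition above a per-campaign cutoff: mean of compounds within control limits plus 3 SD, cut at about 15% in these data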;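 further: 0% = median of all compound wells on the plate and 100% = blocking peptide control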
# PLCb3 inh – PLC-beta3 (human) inhibition, primary screen; Purified PLC-beta3, fluorogenic substrate, fluorescence; inhibition, % at 12.2 µM; 370,000 tested, 0.18% active; in the data active means inhibition above about 11%;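 further: 0% = median of compound wells on plate and 100% = full blocker control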
# PLCg1 inh – blocks human PLC-gamma1 enzyme activity; P19174; purified PLC-gamma1, fluorogenic substrate, fluorescence; 370,000 tested, 0.84% active; AID 720700; inhibition, % at 12.2 µM; in the data active means inhibition above about 9.5%
# KLK7 zymogen act – activators of human kallikrein-7 zymogen | purified proKLK7, EDANS-DABCYL substrate fluorescence; 100% is mature enzyme control, 0% vehicle | activation, % at 7 µM | 370,000 tested, 0.9% active | AID 652039;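 active means activation above the mean of all tested compounds plus 3 SD, computed per campaign excluding outliers beyond control limits, cut at about 13% in these data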
# Target sequence (P49862 whole entry, looked up): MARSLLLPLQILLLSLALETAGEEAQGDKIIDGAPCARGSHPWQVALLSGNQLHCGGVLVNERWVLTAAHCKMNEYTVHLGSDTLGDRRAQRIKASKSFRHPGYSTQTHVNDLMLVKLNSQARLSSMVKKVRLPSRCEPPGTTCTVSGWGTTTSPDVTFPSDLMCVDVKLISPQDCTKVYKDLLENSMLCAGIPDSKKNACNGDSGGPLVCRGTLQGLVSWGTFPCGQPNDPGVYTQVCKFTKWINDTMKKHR
# Tn7 DDE FP – inhibitors of Tn7 peptide binding to human fibrin DD(E); P02675; FP displacement of FITC-Tn7 peptide from fibrin DD(E); 0% = median of compound wells per plate; inhibition, % at 8.3 µM; 370,000 tested, 0.13% active;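 active means inhibition above the mean of compounds falling within the control limits plus 3 SD of them, cut at about 14% in these data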;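 further: 0% = plate median of compound wells and 100% = 10 µM Aha-Tn7 peptide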
#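 Test system: human clot-derived fibrin DD(E) complex / Quantity: 2 µM final DD(E) protein / Incubation: 10 min plus 3 h, room temperature / Measured by: fluorescence polarization / Benchmarks: high control of 10 µM Aha-Tn7 peptide / Replicates: singlicate testing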
# The depositor's hits bear a star; i = inactive; · = not tested or not shown.
ADAM17 inh	MBD2 inh	ASAP1 inh	UHRF1 MBD2 ctr	ARFGAP1 inhibitor	DDE Tn6 FP inh	Structure	PLCb3 inh	PLCg1 inh	KLK7 zymogen act	Tn7 DDE FP
1	2	4	1	-5	1	CCO[C@@H]1OC(C(=O)NCc2ccccc2)=C[C@H](c2ccc3c(c2)OCO3)[C@H]1CCCO	6	4	-0.3	5
-46	0	0	-1	7	3	C=CCSc1nc(N)c2c3c(sc2n1)CN(C)CC3	-47	-34	0.3	2
3	-1	-5	-2	7	5	CCCC(=O)OC[C@H]1CN(C2CCCC2)S(=O)(=O)c2c(F)cccc2O1	4	-1	-0.3	-7
0	0	-16	-1	8	-3	FC(F)(F)COc1ccc(-c2nnc(SCc3ccccc3)o2)cn1	-5	-1	-0.4	-8
-5	4	-11	9	-10	-5	CC(=O)N1N=C(c2ccc(C)cc2)OC1c1ccc(C(C)C)cc1 (configuration not stated)	-3	-2	-0.7	3
-2	3	0	-2	2	-3	CCCOc1cccc(NC(=O)OC2CCN(C)CC2)c1	2	0	-0.4	2
-4	0	-4	2	3	0	CCOCCCNC(=S)Nc1ccc(Br)cc1Cl	-6	1	-0.5	-2
-20	0	-4	12	6	-9	CCOC(=O)N/N=C\C=C\c1ccc2c(c1)OCO2	-13	-12	1.4	1
-1	3	-6	2	0	-3	CN(C)S(=O)(=O)N1CCc2ccccc21	2	2	-0.7	-4
0	-8	-24	2	3	-1	Cc1ccccc1OCC(=O)Nc1ccccc1N1CCC(C)CC1	4	2	0.2	8
-2	1	6	4	-6	4	COC(=O)c1ccccc1NC(=O)NCc1ccccc1	-2	-3	-3.1	-7
-3	-3	-3	-1	-13	3	O=C(O)CCC(=O)NNC(=O)CCC(=O)Nc1ccccc1	-5	-2	-0.2	12
-1	0	19	1	12	-4	C[C@H](NS(=O)(=O)c1ccc2c(c1)OCCCO2)C(=O)N1CCN(Cc2ccccc2)CC1	-5	-1	0.3	5
0	1	-7	-2	15	6	O=C(NCc1ccccc1)[C@]1(C(F)(F)F)C[C@H](CCc2ccccc2)CCCO1	1	-2	0.4	-2
1	-1	11	1	2	2	O=C(Nc1ccc(C(=O)N2CCCC2)cc1)c1cccc(C(F)(F)F)c1	-2	-2	-0.3	3
-19	6	-6	-1	-11	-4	CSc1nc2sc3c(c2c(=S)[nH]1)CC(C)(C)OC3	-15	-4	-0.5	-1
0	3	0	-1	18	13	CCOC(=O)C(=NCCCN1CCOCC1)NNc1cccc(C(F)(F)F)c1	-1	1	-0.1	-5
3	-1	0	2	2	-3	Cc1ccc(/C=N/NC(=O)c2ccc(Cn3cc([N+](=O)[O-])cn3)o2)cc1	3	4	0.3	-8
-2	1	8	-2	6	1	O=[N+]([O-])c1ccccc1N/N=C/c1c[nH]c2ccccc12	1	5	0.2	1
-3	-1	0	-1	-2	-3	O=C(COc1ncnc2ccccc12)NCc1ccc2c(c1)OCO2	0	1	0.4	2
-2	-4	-7	-2	2	1	CCCn1c(=N)n(CC(=O)c2ccc([N+](=O)[O-])cc2)c2ccccc21	-24	-13	-0.1	1
-5	4	1	0	0	-5	O=C(c1ccc(COc2ccccc2Cl)o1)N1CCOCC1	0	0	-0.4	4
-4	-4	3	0	10	1	CCOC(=O)N1CCN(C(=O)c2cccc(N3C(=O)NC4CC3(C)Oc3ccc(Cl)cc34)c2)CC1 (configuration not stated)	-29	1	0.0	-5
i	0	9	-5	3	3	CC(C)NC(=O)c1cc2c(=O)n3ccccc3nc2s1	i	i	76*	-4
2	-3	2	-1	1	-4	CC(C)COC(=O)N(C)C[C@H]1OCc2cnnn2CCCC(=O)N([C@H](C)CO)C[C@@H]1C	3	0	-0.7	1
-1	-1	-13	2	4	6	COCCN(CC1CCCN(C2Cc3ccccc3C2)C1)C(=O)c1cccc(C)c1 (configuration not stated)	-3	0	0.1	4
-2	4	-10	-1	4	-12	C/C=C(\C)c1nnc(NC(=O)c2ccco2)s1	0	-3	-0.4	1
0	-1	-15	-3	-5	2	CNC(=S)NCCc1ccc(OC)c(OC)c1	2	1	-0.2	-7
1	0	-6	-1	4	0	CC[C@H](C)[C@@H](C(=O)NCCCCCCCCCCC(=O)N1CCN(C(=O)OC(C)(C)C)CC1)n1cc(CCCCCNC(=O)OC(C)(C)C)nn1	3	3	0.7	-12
1	-2	2	5	0	0	COC(=O)c1cc(N/C(N)=N/c2nc(C)cc(C)n2)cc(C(=O)OC)c1	6	6	-0.3	2
10*	-5	-8	1	-6	-6	C[C@@]12C(=O)Nc3cc(F)c(F)cc3C(=O)N1[C@H]1c3ccccc3OC[C@@H]1[C@@H]2c1ccccc1	1	1	0.3	-2
-5	1	9	5	-5	-6	Cc1cc(C(=O)Nc2ccc3c(c2)OCCO3)c(C)o1	3	0	-0.1	0
-2	1	6	-2	6	-6	COc1ccc(C(=O)Nc2ccc(NC(=O)c3cccs3)cc2)cc1[N+](=O)[O-]	0	0	0.6	1
0	2	6	1	-6	-1	COc1ccc(CCCc2nnc(SCC(=O)Nc3ccccc3F)o2)cc1	2	-1	-0.5	-3
0	-9	-5	-4	-5	8	CCN(CC)S(=O)(=O)c1ccc2[nH]c(=O)cc(C(=O)NCc3ccccc3)c2c1	-5	-1	-0.9	5
-1	3	-1	-2	-3	1	Cc1c(C(=O)Nc2cc(S(=O)(=O)N3CCOCC3)ccc2N2CCN(C)CC2)oc2ccccc12	-11	-6	-0.6	0
0	0	-2	43*	-2	0	CC(O)(CC(=O)CC(=O)c1ccccc1)c1ccccc1 (configuration not stated)	2	1	0.5	7
-1	-4	4	-2	10	-2	CC(Sc1ccsc1[N+](=O)[O-])C(=O)N1CCN(c2ccccn2)CC1 (configuration not stated)	-2	2	0.6	-6
-5	0	-6	2	-8	3	Cc1nc(/C=[N+](\[O-])C(C)(C)/C=N/O)n(O)c1C	2	2	-0.2	2
3	3	11	-2	0	6	COc1cccc(CN(C)CC(=O)Nc2sc3c(c2C#N)CCC3)c1	-4	0	0.5	-8
-2	4	17	0	-6	-5	Cn1c(CN(O)S(=O)(=O)c2ccc(Cl)cc2)nnc1C(F)(F)F	-5	-3	0.4	10
-18	-4	11	-1	7	4	O=C1CN(C(=O)COC(=O)c2cc(S(=O)(=O)N3CCOCC3)ccc2Cl)c2ccccc2N1	-10	2	0.7	-1
1	4	-6	1	1	2	O=S(=O)(NCCc1ccccc1)c1ccc(F)cc1	-9	0	0.0	0
2	3	·	0	·	-5	COC(=O)[C@]12C[C@H](CC(=O)NCCC(C)C)C(=O)N(CCc3ccc(OC)c(OC)c3)C1=C[C@H](C1CCCC1)O[C@@H]2C	1	-2	0.2	3
-7	5	2	0	-11	3	COCCn1cnnc1SCC(=O)Nc1sccc1C(N)=O	-8	-1	-0.5	6
-7	4	-13	1	6	-9	Cc1c(C(=O)N(CCc2ccccc2)Cc2ccccc2)cccc1[N+](=O)[O-]	-6	2	-0.1	3
1	1	4	0	5	-6	CC(=O)Nc1ccc(SCC(=O)c2cc(C)ccc2C)cc1	-3	5	-0.1	3
-1	-4	-7	-1	-3	4	Cc1ccc(C(=O)NCCNC(=O)CN2CCOCC2)cc1	5	-1	0.9	6
-5	4	-3	0	5	7	O=C(N/N=C/c1ccccc1O)NC12CC3CC(CC(C3)C1)C2	-12	-1	-11	0
-2	1	2	-3	3	8	COc1ccc(NC(=O)Nc2ncccc2C)cc1	-1	-4	-0.2	0

# Part of the list above in order of count of non-hydrogen atoms, largest number first:
ADAM17 inh	MBD2 inh	ASAP1 inh	UHRF1 MBD2 ctr	ARFGAP1 inhibitor	DDE Tn6 FP inh	Structure	PLCb3 inh	PLCg1 inh	KLK7 zymogen act	Tn7 DDE FP
1	0	-6	-1	4	0	CC[C@H](C)[C@@H](C(=O)NCCCCCCCCCCC(=O)N1CCN(C(=O)OC(C)(C)C)CC1)n1cc(CCCCCNC(=O)OC(C)(C)C)nn1	3	3	0.7	-12
0	-9	-5	-4	-5	8	CCN(CC)S(=O)(=O)c1ccc2[nH]c(=O)cc(C(=O)NCc3ccccc3)c2c1	-5	-1	-0.9	5
-2	1	6	-2	6	-6	COc1ccc(C(=O)Nc2ccc(NC(=O)c3cccs3)cc2)cc1[N+](=O)[O-]	0	0	0.6	1

# (more compounds)
ADAM17 inh	MBD2 inh	ASAP1 inh	UHRF1 MBD2 ctr	ARFGAP1 inhibitor	DDE Tn6 FP inh	Structure	PLCb3 inh	PLCg1 inh	KLK7 zymogen act	Tn7 DDE FP
-1	2	2	-2	9	0	COc1cc(C(=O)Nc2cccc(NC(=O)c3ccccc3)c2)cc(OC)c1OC	-4	1	0.0	2
-26	3	-8	2	4	0	CCOC(=O)Nc1ccc2c(CN3CCN(S(=O)(=O)c4ccccc4)CC3)cc(=O)oc2c1	-62	-47	2.1	3
-1	-2	-9	0	-1	1	Cc1cc(Nc2ccccc2C(=O)O)nc2nc3ccccc3c(=O)n12	3	1	-0.1	2
-4	-3	-13	-3	-10	-4	COc1ccccc1NC(=O)Nc1ccnn1C1CCN(C(=O)c2cccnc2)CC1	-2	3	0.2	0
-1	-1	9	-1	-13	-3	CCOC(=O)N/N=C(/C)c1ccc(N2C(=O)C3CCCCC3C2=O)cc1 (configuration not stated)	6	-5	0.2	2
2	-4	11	0	2	-1	Cc1ccc(C)c(CN2CCNC2=O)c1	1	2	-0.1	-3
4	2	10	-2	-7	8	CC(C)(C)c1cc(/C=C2\NC(=O)NC2=O)cc(C(C)(C)C)c1O	-42	-27	-0.6	9
-1	0	1	2	-2	12	Cc1ccsc1CN(C)Cc1nc(C2CC2)no1	-2	1	0.8	-4
3	-2	1	0	5	4	CCN(CC)CCCN(C(=O)c1ccc(F)cc1)c1nc(-c2ccc(OC)cc2)cs1	-5	3	-0.1	-2
1	1	21	3	5	4	O=C(NC1CCCCC1)C(c1ccc(O)c(O)c1)N(C(=O)Cn1nnc2ccccc21)c1cccc(O)c1 (configuration not stated)	0	-1	0.2	-13
-1	2	5	0	19	-1	Cc1ccc(-c2nc(-c3ccncc3)no2)c(Cl)c1	-5	0	0.0	2
4	-2	3	1	1	-5	Cc1ccc(NC(=O)CCc2ccc(S(=O)(=O)NC3CCCCC3)cc2)cc1	2	1	0.3	7
-10	9	7	5	12	-1	CCOC(=O)C1=NOC(CNC(=O)C2=NOC(CNC(=O)c3c(-c4ccccc4Cl)noc3C)C2)C1 (configuration not stated)	4	3	-0.5	3
-3	4	-9	2	-4	1	Cc1cc(S(=O)(=O)NCC(c2ccc(F)cc2)N2CCN(C)CC2)ccc1F (configuration not stated)	0	0	-0.5	6
1	0	-8	5	0	-7	Cn1c(CN2CCOCC2)nnc1SCc1ccc(C#N)cc1	0	3	0.6	2
0	1	13	-1	13	-1	COc1ccc(C(C(=O)Nc2ccc(C(C)C)cc2)N(C)C(=O)c2ccc(=O)[nH]c2)cc1 (configuration not stated)	0	0	0.5	5
2	-1	2	0	3	6	CC(Sc1nc(C(C)(C)C)cc(-c2ccccc2)c1C#N)C(=O)Nc1ccccc1 (configuration not stated)	3	3	0.2	1
-2	2	3	4	-3	5	CCOC(=O)C1CCCN(CCc2ccccc2)C1 (configuration not stated)	-4	2	-0.4	2
